Source: PubChem
MC4R ag barr – MC4R agonists recruiting beta-arrestin, primary screen, cell-based, luminescence, agonist arm of biased-ligand search. U2OS MC4R beta-arrestin complementation; percent of melanotan II response, DMSO zero. activation, % at 8.9 µM. actives 0.98% (n = 360,000);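 active = activation above a per-plate cutoff, the mean activation of sample wells on that plate plus 3 SD, cut at about 8% in these data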
Target sequence (P32245 whole entry, looked up): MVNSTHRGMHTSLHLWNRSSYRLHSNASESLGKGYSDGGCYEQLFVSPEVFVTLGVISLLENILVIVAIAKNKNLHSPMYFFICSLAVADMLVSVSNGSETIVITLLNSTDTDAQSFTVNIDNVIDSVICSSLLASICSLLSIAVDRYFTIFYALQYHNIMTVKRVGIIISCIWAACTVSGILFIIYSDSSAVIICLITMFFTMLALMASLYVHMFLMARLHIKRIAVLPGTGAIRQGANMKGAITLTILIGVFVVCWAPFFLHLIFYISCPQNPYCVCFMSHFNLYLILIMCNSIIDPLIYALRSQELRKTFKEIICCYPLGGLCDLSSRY
NCOA2 inhibitor – inhibition of GAL4-SRC2 driven luciferase reporter, primary screen, SRC2 inhibitor project, cell-based, luminescence. HEK293 GAL4-SRC2 luciferase reporter. AID 651957, 2012. inhibition, % at 9 µM. actives 0.17% (n = 370,000). Nuclear receptor coactivator 2 (Homo sapiens), Q15596;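 active = inhibition above the mean inhibition of all tested compounds plus 3 SD, set per campaign, cut at about 52% in these data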;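 also: 0% = DMSO treated cells and 100% = cells given Gossypol at 36 µM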
NR5A2 inv ag – LRH-1 (NR5A2) inverse agonists, primary screen, cell-based, luminescence, HEK293T, StAR-luciferase reporter; Nuclear receptor subfamily 5 group A member 2 (Homo sapiens), O00482; LRH-1 transfected, 24 h; inhibition, % at 3.6 µM; actives 0.13% (n = 360,000);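 active = inhibition above the mean inhibition of all tested compounds plus 3 SD, cut at about 73% in these data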;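 also: 0% = DMSO wells and 100% = reporter-only cells lacking LRH-1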
Target sequence (O00482 whole entry, looked up): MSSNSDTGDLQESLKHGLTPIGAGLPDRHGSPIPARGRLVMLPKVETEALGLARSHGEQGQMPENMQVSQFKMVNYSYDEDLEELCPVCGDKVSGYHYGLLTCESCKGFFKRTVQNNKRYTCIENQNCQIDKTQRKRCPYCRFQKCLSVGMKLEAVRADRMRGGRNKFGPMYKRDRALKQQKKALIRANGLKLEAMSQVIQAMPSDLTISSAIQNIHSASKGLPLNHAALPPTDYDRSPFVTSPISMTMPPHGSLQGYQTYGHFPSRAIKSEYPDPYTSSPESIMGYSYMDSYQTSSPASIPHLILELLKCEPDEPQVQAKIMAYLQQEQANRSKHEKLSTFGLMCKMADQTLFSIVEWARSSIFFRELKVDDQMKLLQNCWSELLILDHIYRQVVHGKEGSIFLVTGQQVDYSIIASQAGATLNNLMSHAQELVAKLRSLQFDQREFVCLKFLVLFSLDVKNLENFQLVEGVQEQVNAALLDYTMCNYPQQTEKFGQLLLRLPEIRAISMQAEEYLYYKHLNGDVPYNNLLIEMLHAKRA
COUP-TFII inh – NR2F2 transcriptional activity inhibitors, primary screen, cell-based, luciferase reporter, HEK293T, luminescence; COUP transcription factor 2 (Homo sapiens), P24468; HEK293T NGFI-A luciferase reporter; inhibition, % at 8.6 µM; actives 0.7% (n = 370,000); AID 686940, 2013;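 active = inhibition above a per-plate cutoff, mean inhibition of test wells between control levels plus 3 SD, cut at about 38% in these data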;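 also: cells cotransfected with COUP-TFII expression vector driving the NGFI-A reporter; 0% = median of COUP-TF2 test wells and 100% = reporter-only cells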
ABHD5 PLIN5 PPI – ABHD5-PLIN5 interaction inhibitors, primary screen, cell lysate, split luciferase complementation, luminescence. Split G. princeps luciferase complementation, 4 h. inhibition, % at 4 µM. actives 0.78% (n = 360,000);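 active = inhibition above the mean inhibition across every tested compound plus 3 SD, cut at about 22% in these data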;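 also: 0% = DMSO only wells and the 100% control is not disclosed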
SRC1 inh – SRC1 coactivator transcriptional activity inhibitors, primary screen, cell-based, luminescence. Nuclear receptor coactivator 1 (Homo sapiens), Q15788. HEK293 GAL4-SRC1 luciferase reporter. inhibition, % at 3.6 µM. actives 0.12% (n = 360,000). AID 588354, 2011;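 active = inhibition above the campaign mean plus 3 SD, with each screening campaign given its own cutoff, cut at about 60% in these data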;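 also: 0% = DMSO treated cells and 100% = gossypol at 36 µM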
MC4R antag cAMP – MC4R antagonists of cAMP signaling, primary screen, cell-based, TR-FRET, antagonist arm of biased-ligand search; inhibition, % at 6.5 µM; actives 0.48% (n = 360,000); MC4R-expressing cells, MTII-stimulated cAMP, LANCE TR-FRET; Melanocortin receptor 4 (Homo sapiens), P32245;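 active = inhibition above its plate's cutoff, the mean of tested wells on that plate plus 3 SD, cut at about 29% in these data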;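 also: 0% = Melanotan II alone and 100% = Melanotan II plus saturating MCL0020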
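Material – human MC4R-expressing U2OS cells · Repeats – no replicates · Detection – TR-FRET with Eu-cAMP and labeled anti-cAMP, 671 nm · Times – compound 30 min, challenge 1 h, detection 1 h · Compound – single nominal compound dose of 6.5 µM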
NOD2-RIPK2 inh – NOD2-RIPK2 binding disruptors in cells, primary screen, fluorescence, CHO cells, BLA complementation; AID 624267, 2012; actives 0.38% (n = 360,000); CCF4 ratio; inhibition, % at 4.98 µM; in the data active = inhibition above about 21%;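 also: 0% = vehicle only and 100% = reference blocker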
LMP1 NFkB inh – EBV LMP1-driven NF-kappaB luciferase reporter inhibitors, primary screen, cell-based, luminescence, single point | LMP1-induced NF-kappaB luciferase reporter cells | inhibition, % at 12.5 µM | actives 0.69% (n = 350,000) | AID 504558, 2011; in the data active = inhibition above about 41%;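 also: 0% = neutral control wells and 100% = reference inhibitor control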
TLR9-MyD88 block – inhibitors of TLR9-MyD88 association in cells, primary screen, cell-based, CHO, BLA complementation, fluorescence; inhibition, % at 4.98 µM; Toll-like receptor 9 (Homo sapiens) + Myeloid differentiation primary response protein …; AID 504734, 2011; actives 0.21% (n = 340,000); CCF4 FRET ratio;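 active = inhibition above the mean over all tested compounds plus 3 SD, cut at about 21% in these data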;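 also: 0% = DMSO only wells and 100% = clavulanate BLA inhibitor control wells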
NCOA3 inh – SRC3 coactivator transcriptional activity inhibitors, primary screen, cell-based, luminescence; Nuclear receptor coactivator 3 (Homo sapiens), Q9Y6Q9; HEK293 GAL4-SRC3 luciferase reporter; inhibition, % at 3.6 µM; actives 0.17% (n = 360,000); AID 588352, 2011;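 active = inhibition above a per-campaign cutoff, the mean of all compounds plus 3 SD, cut at about 60% in these data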;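 also: 0% = DMSO-treated cells and 100% = gossypol-treated cells at 36 µM; higher means less SRC3-driven luciferase light from the GAL4 reporter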
* = called active by the depositor. Only part of the results is shown, so the mix of outcomes need not match the whole.

SMILES	MC4R ag barr	NCOA2 inhibitor	NR5A2 inv ag	COUP-TFII inh	ABHD5 PLIN5 PPI	SRC1 inh	MC4R antag cAMP	NOD2-RIPK2 inh	LMP1 NFkB inh	TLR9-MyD88 block	NCOA3 inh
CC1CCCN(S(=O)(=O)c2ccc(Br)s2)C1 (stereo not given)	-1.0	-12	3	11	-4	-1	15	0	4	-4	12
O=C(/C(=N/O)c1ccccc1)c1ccccc1	0.4	16	-36	7	-1	-20	-6	-7	-3	-1	-7
COc1cccc(/C=C2/SC(=O)N(C)C2=O)c1OCc1ccc(C(=O)O)cc1	0.0	19	-9	22	3	2	9	9	-3	-2	19
Cn1cnnc1SCC(=O)Nc1ccc(Cl)cc1	-2.6	-3	18	-11	0	3	10	-10	3	-2	-7
Cn1c(Cc2ccccc2)nnc1SCC(=O)Nc1ccc2c(c1)OCO2	-2.8	-32	4	-8	-5	9	-2	1	-4	9	5
CCN1CCN(Cc2ccc(NC(=O)c3cc(NC(=O)c4cncc(-c5cccs5)c4)cc(OC)c3)cc2C(F)(F)F)CC1	-1.0	19	-15	18	10	-9	6	-7	-7	-6	-1
Cc1ccccc1Nc1nc(N)c2ccccc2n1	1.6	-56	-167	-15	6	-92	-11	-2	4	6	-120
O=C(O)CNC(=O)CCCn1nnc2ccccc2c1=O	1.6	-14	-5	4	-1	-10	12	-1	7	-4	7
CC1=CC(C)(C)NC(=S)N1c1ccc(C)cc1	0.8	-11	-6	-2	-3	-4	8	-2	-2	-4	20
Cc1ccc(S(=O)(=O)N2C[C@@H]3CCCC[C@@H]3[C@@H](C)[C@H]2c2cn(Cc3ccccc3)c3ccc(F)cc23)cc1	-0.2	-24	10	15	6	-1	11	8	24	-2	-14
CCOC(=O)c1nnn(-c2nonc2OC)c1-c1ccccc1	-1.7	10	-6	8	-8	3	4	1	0	-5	21
COc1ccc2c(=O)cc(C(=O)O)oc2c1	-2.2	-17	13	-18	-1	7	27	-10	7	5	17
CCN(C(=O)c1cc2c(=O)n3ccccc3nc2n1CCCOC)C1CCCCC1	-0.5	-3	-10	-6	11	5	9	-10	-16	-12	-17
O/N=C\c1cccn1-c1ccc(Br)cc1	2.3	-28	13	6	14	9	-6	-37	4	-2	11
O=C(NCc1ccco1)c1cc(S(=O)(=O)NC2CC2)ccc1Br	-1.4	11	15	2	7	-1	6	1	-3	-3	6
c1ccc(CCc2nn3c(-c4ccncc4)nnc3s2)cc1	-0.4	45	7	51*	1	68*	4	-1	29	1	61
O=C(Oc1ccc2c(c1)O/C(=C\c1ccncc1)C2=O)c1ccccc1	-1.6	22	3	-11	10	8	-13	1	-4	7	17
NC(=O)c1ccsc1NC(=O)COC(=O)c1ccc([N+](=O)[O-])o1	-1.4	38	21	8	6	-12	-3	0	-1	-5	3
COc1ncnc2c1ncn2CCCNC1CCN(Cc2ccccc2)CC1	0.8	14	-19	8	-11	-4	12	-21	-2	9	-14
COC(=O)c1ccc(COc2ccccc2OC)o1	0.4	-9	-30	14	2	3	12	-2	1	-9	-2
CCOc1ccccc1/C=N/OCC(=O)NCc1ccc(F)cc1	0.8	-3	-3	10	-3	-5	7	2	0	8	-4
CC(Oc1ccccc1)C(=O)Nc1cccc(-c2nc3ccccc3[nH]2)c1 (stereo not given)	1.8	-14	-31	5	1	4	28	1	-4	0	-18
CCOc1ccc(C(C)NC(=O)c2ccc3c(c2)NC(=O)C(C)S3)cc1OCC (stereo not given)	-0.2	-18	-1	-10	-6	-6	-4	1	-1	-8	5
CCOC(=O)C1=C(C)N=c2s/c(=C\c3ccc(O)c([N+](=O)[O-])c3)c(=O)n2C1c1ccccc1OC (stereo not given)	-0.3	-12	-19	10	-11	1	3	8	4	-2	4
CC(C)c1ccccc1NC(=O)COC(=O)Cc1cccc(C(F)(F)F)c1	3.2	-2	-7	-1	6	7	6	-7	9	1	0
CN1C(=O)c2ccccc2NC(=O)[C@]12O[C@@H]2c1cccc(O)c1	-2.6	0	-12	15	-3	2	8	-7	-3	-20	7
C=CCN1C(=O)C2(c3ccccc31)C1CCCC=C1C(C#N)=C(N)C2(C#N)C#N (stereo not given)	3.6	-9	-11	-1	-15	9	14	-22	3	-1	18
COC(=O)[C@H](Cc1ccccc1)NC(=O)N1CC(C)OC(C)C1 (stereo not given in full)	-1.3	-10	-4	-10	3	-22	8	-2	-10	-8	-5
CCCCN1C(N)=NC[C@@H]1CCCCN	-1.8	17	8	1	-1	-20	3	-6	1	-3	-1
COC(=O)c1cc(NC(=O)CN(c2ccccc2OC)S(=O)(=O)c2ccccc2)ccc1Cl	-1.9	-11	8	2	-2	1	7	-4	-2	0	11
Nc1nc(Nc2ccccc2)nc(NC2CCCCC2)c1[N+](=O)[O-]	2.3	-3	7	13	4	-25	12	-18	-7	1	3
CCCn1c(CN2CCN(C(=O)OCC)CC2)nc2cc(NC(C)=O)ccc21	-1.5	-26	3	-2	6	3	5	-17	7	-13	-14
CCc1cccc(NC(=S)N(CCN(C)C)C2CCN(C(C)C)CC2)c1	-0.2	-1	13	-11	1	8	13	-5	8	-1	7
Cc1ccnc(NS(=O)(=O)c2ccc(NC(=O)c3cc(=O)c4ccccc4o3)cc2)n1	-0.7	3	-6	13	1	-8	0	-9	-3	-5	11
CSc1ccccc1C(=O)N(C)Cc1ccccc1	1.1	8	-2	-8	-3	2	20	-1	-1	-18	8
COc1ccc(CC(=O)n2c(CC#N)nc3ccccc32)cc1OC	0.3	5	-3	-7	4	-3	5	9	3	13	14
COc1ccc(NC(=S)Nc2cc(C)[nH]n2)cc1Cl	2.0	-48	-55	-25	1	-40	9	5	-10	-10	-5
CC(C)(C)NC(=O)NC(=O)CN1CCN(S(=O)(=O)c2ccccc2)CC1	-0.9	17	4	-6	1	-1	11	2	1	8	-2
Cn1c(-c2ccc(Cl)nc2)nc2ccccc21	-1.0	-60	-39	5	7	-50	2	2	-6	4	-9
CN1CCN(/C=N/c2sc3c(c2C#N)CCCCC3)CC1	-0.2	-88	-84	-21	-2	-82	5	-14	-52	3	-60

Six successive compounds out of the list so far:
SMILES	MC4R ag barr	NCOA2 inhibitor	NR5A2 inv ag	COUP-TFII inh	ABHD5 PLIN5 PPI	SRC1 inh	MC4R antag cAMP	NOD2-RIPK2 inh	LMP1 NFkB inh	TLR9-MyD88 block	NCOA3 inh
CCOc1ccccc1/C=N/OCC(=O)NCc1ccc(F)cc1	0.8	-3	-3	10	-3	-5	7	2	0	8	-4
CC(Oc1ccccc1)C(=O)Nc1cccc(-c2nc3ccccc3[nH]2)c1 (stereo not given)	1.8	-14	-31	5	1	4	28	1	-4	0	-18
CCOc1ccc(C(C)NC(=O)c2ccc3c(c2)NC(=O)C(C)S3)cc1OCC (stereo not given)	-0.2	-18	-1	-10	-6	-6	-4	1	-1	-8	5
CCOC(=O)C1=C(C)N=c2s/c(=C\c3ccc(O)c([N+](=O)[O-])c3)c(=O)n2C1c1ccccc1OC (stereo not given)	-0.3	-12	-19	10	-11	1	3	8	4	-2	4
CC(C)c1ccccc1NC(=O)COC(=O)Cc1cccc(C(F)(F)F)c1	3.2	-2	-7	-1	6	7	6	-7	9	1	0
CN1C(=O)c2ccccc2NC(=O)[C@]12O[C@@H]2c1cccc(O)c1	-2.6	0	-12	15	-3	2	8	-7	-3	-20	7

Next part.
SMILES	MC4R ag barr	NCOA2 inhibitor	NR5A2 inv ag	COUP-TFII inh	ABHD5 PLIN5 PPI	SRC1 inh	MC4R antag cAMP	NOD2-RIPK2 inh	LMP1 NFkB inh	TLR9-MyD88 block	NCOA3 inh
Cc1cc(N2CCCC(C(=O)Nc3ccc4c(c3)CCC4)C2)n2ncnc2n1 (stereo not given)	-0.8	6	8	5	2	-4	-60	3	30	2	17
CCN(CC)CCNc1nc2c(c(=O)n(C)c(=O)n2C)n1C/C=C(/C)Cl	-2.0	-7	10	-9	-7	-2	5	-8	5	-2	10
COc1ccccc1C1/C(=C(/O)c2ccc(C)cc2)C(=O)C(=O)N1Cc1ccco1 (stereo not given)	0.2	-12	-20	18	28*	-4	17	4	-5	-1	4
CCOc1ccc(Cl)cc1CNCCCSc1nc(C)cc(C)n1	-0.6	-34	-19	7	8	8	20	4	3	-13	6
Cc1ccc(OCC(=O)NNC(=O)CCC(=O)NCc2ccccc2)cc1	0.2	-4	-11	2	-3	-6	-1	-9	-1	-9	-11
CCOc1ccc(-c2c(C(=O)N/N=C/c3ccc(C)o3)nnn2-c2nonc2N)cc1	-2.4	-20	-5	6	-2	1	-4	-5	3	-2	3
COc1cc2c(cc1OC)C1(CCCCC1)CN(C)C2	-0.4	-1	-11	7	1	12	7	1	-2	-1	6
COc1ccc(N)cc1-n1cnnn1	-3.4	8	-12	-12	-1	4	-2	1	-2	-8	12
